# ATXN2 expr inh: reduces ATXN2 reporter expression in HEK-293 cells | HEK-293 ATXN2-luciferase reporter, luminescence, 24 h | Potency, µM (top dose mostly 57 µM), for inactives: at the highest dose activity change, negative = inhibition, most hits filed as inhibitors | actives 0.72% (n = 360,000) | AID 1745845; also: % is scaled to controls: 0 for no effect and ±100 for the full control effect; nearly all actives have a fitted effect of over 55% in size
#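 qHTS (up to 57 uM final) was run with 24 h compound exposure of reporter cells at 37 °C. Each well was multiplexed: SteadyGlo luminescence measured ATXN2-luciferase expression after a fluorogenic Gly-Phe-AFC viability readout (25 uM final).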
# Nrf2 activator: Nrf2 pathway activation; AREc32 ARE-luciferase reporter (MCF7-derived line), luminescence, 24 h; Potency, µM (top dose mostly 46.1 µM), for inactives: at the highest dose activation, hits mostly activators; actives 0.31% (n = 410,000); AID 624171; also: % of control where 0% means no effect; nearly all actives have a fitted effect of over 65% in size
#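 Nrf2 activation is followed as ARE-luciferase induction in the AREc32 line after one day of compound treatment; luminescence is read with Steady-Glo.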
# MCF10A rereplic: inducers of DNA re-replication in MCF 10A breast cells; actives 2.9% (n = 350,000); Potency, µM (highest dose often 46.1 µM), without a hit: top-dose activity, positive = re-replication, actives largely listed as activators; MCF 10A DNA re-replication, Hoechst nuclear intensity, 48 h; also: % of control where 0% means no effect; nearly all actives have a fitted effect of over 50% in size
# TGFb SMAD3 inh: inhibitors of TGF-b signaling; HepG2 CAGA-GFP TGF-b/SMAD3 reporter, GFP fluorescence, 18 h; TGF-beta stimulated, 500 pg/mL final; AID 588855; Potency, µM (titrated, usually from 46.1 µM), without a hit: at the top dose activity, negative = inhibition, usual class: inhibitors; actives 1.2% (n = 410,000); also: % is scaled to controls: 0 for no effect and ±100 for the full control effect; nearly all actives have a fitted effect of over 65% in size
#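 Inhibition of TGF-beta-driven CAGA-GFP reporter expression in HEPG2 cells is measured by cellular GFP fluorescence after 18 h stimulation with 500 pg/mL recombinant TGF-beta in 1% FBS medium at 37 degrees C.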
# HepG2 tox: HepG2 cytotoxicity, counter-screen for TGF-b inhibitors; HepG2 CAGA-GFP viability, ATP luminescence, 18 h; Potency, µM (highest dose often 46.1 µM), without a hit: top-dose activity change, negative = cytotoxicity, hits mostly cytotoxic; actives 0.76% (n = 410,000); AID 588856; also: some results filed as inactive show a strong effect at the top dose
#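 CellTiter-Glo luminescence gave cytotoxicity after 18 hours at 37 degrees C. The cells were HepG2 CAGA-GFP in 1% FBS DMEM, stimulated with 500 pg/mL TGF-beta after compound addition. %Activity was normalised to no-cell wells (complete cell-killing) and DMSO (no toxicity), and curves were fitted and classified.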
# S2 tox: reduces viability in counter-screen for ATXN expression inhibitors; Potency, µM (titrated, usually from 56.7 µM), usual class: cytotoxic; actives 0.49% (n = 400,000); S2 cells (HEK-293 line with an ATXN2-luciferase reporter) viability, CellTiter-Fluor protease fluorescence, 24 h; AID 651635; also: nearly all actives have a fitted effect of over 40% in size
# A549 tox: A549 cytotoxicity, counter-screen for Nrf2 inhibitors | A549 ARE-Fluc cells, CellTiter-Fluor viability, 18-24 h | Potency, µM (top dose mostly 46 µM), for the others: at the highest dose activity change, negative = cytotoxicity, hits mostly inhibitors | actives 0.16% (n = 390,000); also: % is scaled to controls: 0 for no effect and ±100 for the full control effect
#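 A549 ARE_Fluc cells in 5% FBS OPTI-MEM were exposed to compounds in concentration-response for 18-24 h at 37 deg C. Viability was read by CellTiter-Fluor fluorescence (Ex 405/Em 525) after 30 min, before the luciferase read.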
# EPAC2 antagonist: antagonists of human EPAC2; EPAC2 GEF exchange of Rap1B-BODIPY-GDP, fluorescence; Potency, µM (doses to about 114 µM), for the others: top-dose activity, negative = inhibition, most hits filed as inhibitors; actives 0.18% (n = 360,000); AID 720708; also: % is scaled to controls: 0 for no effect and ±100 for the full control effect; nearly all actives have a fitted effect of over 45% in size; many of its hits are not listed in these tables
# Target sequence (Q8WZA2 whole entry, looked up): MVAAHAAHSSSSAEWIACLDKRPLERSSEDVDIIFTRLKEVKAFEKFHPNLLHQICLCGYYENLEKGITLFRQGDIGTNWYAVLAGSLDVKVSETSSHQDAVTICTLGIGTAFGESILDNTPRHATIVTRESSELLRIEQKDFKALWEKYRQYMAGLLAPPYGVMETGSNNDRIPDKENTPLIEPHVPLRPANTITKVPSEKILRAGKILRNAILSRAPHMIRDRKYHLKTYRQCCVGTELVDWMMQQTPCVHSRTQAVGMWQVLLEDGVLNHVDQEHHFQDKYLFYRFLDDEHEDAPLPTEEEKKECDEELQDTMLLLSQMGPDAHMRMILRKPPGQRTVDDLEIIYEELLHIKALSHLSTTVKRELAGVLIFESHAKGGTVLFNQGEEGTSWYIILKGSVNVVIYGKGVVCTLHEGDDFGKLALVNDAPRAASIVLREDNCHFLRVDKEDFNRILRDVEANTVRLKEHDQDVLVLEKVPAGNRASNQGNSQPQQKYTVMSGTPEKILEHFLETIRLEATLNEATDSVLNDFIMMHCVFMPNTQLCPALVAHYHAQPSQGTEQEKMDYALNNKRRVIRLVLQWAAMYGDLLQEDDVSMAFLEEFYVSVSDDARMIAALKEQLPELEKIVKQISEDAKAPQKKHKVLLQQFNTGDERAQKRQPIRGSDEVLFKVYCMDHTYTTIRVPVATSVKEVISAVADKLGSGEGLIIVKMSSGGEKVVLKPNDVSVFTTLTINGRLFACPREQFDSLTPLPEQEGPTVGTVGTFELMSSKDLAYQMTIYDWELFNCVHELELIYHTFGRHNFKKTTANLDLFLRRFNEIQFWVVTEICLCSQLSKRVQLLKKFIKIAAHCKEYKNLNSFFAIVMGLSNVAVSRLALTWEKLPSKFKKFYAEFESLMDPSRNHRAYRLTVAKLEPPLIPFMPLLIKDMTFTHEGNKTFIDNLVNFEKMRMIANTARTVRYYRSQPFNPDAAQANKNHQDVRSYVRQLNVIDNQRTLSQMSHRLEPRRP
# Nrf2 inh: Nrf2 pathway inhibition; Potency, µM (highest dose often 46 µM), without a hit: top-dose activity change, negative = inhibition, usual class: inhibitors; actives 2.1% (n = 360,000); A549 ARE-Fluc reporter, luciferase luminescence, 18-24 h; AID 504444; also: % is scaled to controls: 0 for no effect and ±100 for the full control effect; nearly all actives have a fitted effect of over 60% in size
#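 Concentration-response testing used A549 ARE_Fluc cells at 5000 cells/well. Following an 18-24 h compound incubation, viability was read by fluorescence (Ex 405/Em 525) and luciferase output by luminescence.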
# * marks the source's active call; other numbers are inactive results; i = inactive; ? = inconclusive; · = no result given; & = joins results of further samples; [ ] = dose if it differs, or a comment. Calls follow the shape of the dose curve; as a rule, active = well fitted curve in the direction sought with a large enough effect; inconclusive = small, poorly fitted or top-dose-only effect, or another doubt; inactive = no such curve, though single readings can be large; an effect the other way counts as inactive or inconclusive. Potency is read from the fitted curve at half-maximal effect. This is a subset (hit frequency here may not be typical).
SMILES,ATXN2 expr inh,Nrf2 activator,MCF10A rereplic,TGFb SMAD3 inh,HepG2 tox,S2 tox,A549 tox,EPAC2 antagonist,Nrf2 inh
Cc1ccccc1C(=O)OCC(=O)Nc1cccc(S(=O)(=O)NC2=NCCC2)c1,-12%,-1.0%,0%,-19%,-16%,i,0%,1%,?
Cc1cc(C)c(NC(=O)CNC(=O)COC(=O)CNC(=O)c2ccc(Cl)cc2Cl)c(C)c1,3%,-0.8%,-1%,17%,7%,?,-4%,22%,-6%
COc1ccc(CNC(=O)COC(=O)CN2C(=O)C3CC=CCC3C2=O)cc1 (centres undefined),0%,-0.6%,2%,20%,-6%,i,1%,-21%,-23%
O=S(=O)(c1cccc(-c2nnc(-c3cccnc3)o2)c1)N1CCCCC1,-10%,0.4%,1%,1%,-19%,i,1%,8%,-10%
COc1cccc2[nH]c(C(=O)NCCc3ccccc3)cc12,33%[activator],5.4%,1%,0%,-2%,i,0%,-7%,16%
CCOCc1c(C(=O)N2CCN(CC(=O)Nc3ccc(F)cc3)CC2)oc2ccccc12,5%,6.6%,?,26%,-2%,i,-15%,-1%,-3%
CCOc1ccccc1Nc1sc(C(=O)c2ccc(Cl)cc2)c(N)c1C(=O)NCCc1ccccc1,11%,4.4%,·,-20%,-20%,i,-5%,·,·
O=S(=O)(c1ccc(Cl)s1)N1CCN(C/C=C/c2ccccc2)CC1,-24%,2.9%,-180%[0.0737 µM],?,-7%,i,-4%,-12%,10µM*
CCCC(=O)C1=C(O)C(C(=O)OC)C(C)(C)CC1=NCCc1ccc(OC)c(OC)c1 (centres undefined),-11%,-0.2%,-32%[inhibitor],3%,4%,i,-5%,-2%,-1%
CCCCn1c(N)c(N(CCC(C)C)C(=O)CC2CCCCC2)c(=O)[nH]c1=O,1%,0.5%,0%,2%,-7%,i,0%,18%,10%
COC(=O)C1CCN(c2cc(Cl)nc(N)n2)CC1,6%,0.5%,-6%,12%,-3%,i,2%,0%,1%
COc1cccc(CN2CCNC(=O)C2CC(=O)N(C)C2CCOCC2)c1 (centres undefined),-7%,-0.6%,-2%,-11%,-8%,i,3%,4%,4%
CCOc1ccccc1NC(=O)c1ccc(S(=O)(=O)N2CCOCC2)cc1,-3%,2.8%,-8%,-14%,-14%,i,3%,7%,-4%
O=C(O)COc1ccc(/C=N/NC(=O)C2CCCN2S(=O)(=O)c2ccc(Cl)cc2)cc1 (centres undefined),-15%,2.5%,-6%,-7%,2%,i,8%,5%,-19%
O=Cc1c[nH]c2ccc(S(=O)(=O)N3CCOCC3)cc12,8%,0.1%,?,-1%,-4%,?,-5%,2%,12%
COc1ccc(C=O)cc1COc1ccccc1F,2%,0.5%,14%,0%,-15%,i,17%,?,-8%
COc1ccc(NC(=O)CN(C)C(=O)c2cc3c(s2)CCC(C)C3)cc1 (centres undefined),12%,0.0%,16%,-31%,-4%,i,-9%,12%,17%
CCc1ccc(N2CC(C(=O)N3CCN(c4ccccn4)CC3)CC2=O)cc1 (centres undefined),-1%,-0.6%,2%,-1%,-2%,i,3%,-3%,?
COC1CCCCC1NS(=O)(=O)c1ccc(Cl)cc1 (centres undefined),5%,-0.1%,12%,-23%,-45%,i,-3%,?,17%
O=C(Nc1ccc(F)cc1F)c1ccc2c(c1)OCCO2,-23%,-0.8%,-10%,-4%,-22%,i,?,4%,?
CCOC(=O)C(NCc1ccccc1)(NC(=O)c1ccccc1)C(F)(F)F (centres undefined),-10%,0.8%,-1%,31%[activator],-1%,i,-2%,-3%,-7%
COc1cccc(N=C2NC(=O)/C(=C/c3cc([N+](=O)[O-])ccc3O)S2)c1,14%,0.4%,?,46%[activator],-5%,i,-9%,?,-17%
CCOC(=O)c1cc(-c2ccccc2)n(CC(=O)NC2CCC(C)CC2)c1C (centres undefined),·,-0.8%,·,0%,-3%,·,7%,·,·
COc1ccc(CN2C(=O)C(CC(=O)NC3CCCCC3)CC(C(=O)N3CCOCC3)=C2C)cc1 (centres undefined),10%,2.8%,·,11%,11%,i,·,4%,·
COc1ccc(-c2nnc(NC(=O)CSc3ccc(Cl)cc3)s2)cc1OC,-4%,-0.7%,11%,5%,30%,i,-11%,-1%,-20%
CC(O)[C@H]1CN=C(N)N1CC(C)(C)C (some centres undefined),-3%,0.4%,1%,0%,3%,i,1%,8%,9%
COCCCNc1nc2c(S(=O)(=O)c3ccc(C)c(C)c3)nnn2c2ccc(Cl)cc12,7%,-0.7%,·,?,-13%,i,-11%,·,-7%
COC(=O)C(C)Sc1ccc2nnc(CCNS(=O)(=O)c3ccc(C)cc3)n2n1 (centres undefined),·,-0.6%&3.2%,0%,-6%&-18%,3%&0%,i,-2%&4%,-8%,?
COc1ccc(OC)c(C(c2nnnn2CC2CCCO2)N2CCN(C3CCCC3)CC2)c1 (centres undefined),-24%,1.6%,36%,2%,-10%,i,15%,-8%,·
Cc1ccc(S(=O)(=O)NC(=O)Nc2c(C)cccc2C)cc1,6%,-0.6%,0%,0%,-1%,i,-2%,5%,4%
COc1ccc(S(=O)(=O)n2ccc(C)n2)cc1C,-17%,0.3%,1%,-9%,5%,i,20%,7%,-4%
CCCCN(C(=O)CSc1nnc(-c2ccc(OC)cc2)n1C(C)C)c1c(N)n(Cc2ccccc2)c(=O)[nH]c1=O,·,0.0%,29%,?,5%,i,12%,8%,8%
O=C(CNC(=O)Cc1ccccc1)NCC(=O)OCC(=O)c1ccc(F)cc1,13%,-0.7%,1%,-1%,-4%,i,6%,4%,6%
O=C(NCC(c1ccco1)N1CCc2ccccc21)c1ccccc1Br (centres undefined),7%,-0.8%,6%,-6%,-6%,i,-2%,0%,3%
Cc1nc2ncnn2c(C)c1CCC(=O)NCc1cccc(Cl)c1,2%,0.7%,·,14%,-15%,i,-5%,·,9%
COc1cc(CNc2ccc(CNc3ncn[nH]3)cc2)ccc1OCc1ccccc1,5%,5.0%,?,-42%,10%,i,6%,-12%,?
Nc1nc(SCC(=O)Nc2ccccc2Sc2ccc(Cl)cc2)n[nH]1,0%,-0.3%,15%,-4%,-31%,i,-3%,-3%,-29%
Cc1ccc(C(=O)OCC(=O)NCc2ccco2)s1,-11%,7.5%,?,-29%,-1%,i,1%,1%,12%
CC(C)Oc1ccc(CN2CCCC(CO)(Cc3ccccc3)C2)cc1CO (centres undefined),0%,-0.2%,18%,0%,-20%,i,1%,0%,3%
COC(=O)C1=C2SC(C)C(=O)N2C(N)=C(C#N)C1c1cc(OC)c(OC)c(OC)c1 (centres undefined),1%,-0.7%,1%,2%,-4%,i,-3%,9%,11%
O=C(/C=C/c1ccccc1)OCc1cncs1,18%,7.5%,-1%,-2%,-7%,i,1%,6%,19%
Cc1cccc(-c2nc(CN3CCN(Cc4cccc(F)c4)CC3)c(C)o2)c1,-22%,-0.2%,?,?,-29%,i,-3%,-12%,13%
Cc1cc(Br)ccc1NC(=O)CN1C(=O)c2cccnc2Sc2ccccc21,·,4.3%,·,·,2%,·,-2%,·,3%
COC(=O)COc1ccccc1/C=C1/NC(=O)NC1=O,-2%,-0.8%,11%,-6%,-2%,i,1%,-1%,-13%
CC(=O)N1CCN(CC(=O)Nc2ccc(SC(F)F)cc2)CC1,5%,-0.4%,2%,2%,-15%,i,7%,2%,-6%
CC1(C)c2ccccc2N2CC(=O)N[C@@]21/C=C/C=C/c1ccccc1,-35%,0.7%,?,?,21%,?,-4%,4%,-9%
Cc1ccc(CSc2nc3ccc(NC(=O)CC(C)C)cc3s2)cc1,-3%,0.5%,·,-13%,-15%,i,9%,·,1%
N#Cc1cc([N+](=O)[O-])ccc1NC(=O)COC(=O)CC1CCCC1,-1%,-0.5%,0%,-6%,3%,i,-3%,-6%,1%
CC(=O)c1sc(NC(C)c2ccccc2)nc1C (centres undefined),0%,2.0%,0%,6%,12%,i,7%,0%,-19%
CCN(CC)C(=O)Cn1c(=O)n(CCC(=O)Nc2ccc(F)cc2)c(=O)c2sccc21,8%,-0.3%,2%,7%,-1%,i,-5%,3%,-3%
# Carrying on:
SMILES,ATXN2 expr inh,Nrf2 activator,MCF10A rereplic,TGFb SMAD3 inh,HepG2 tox,S2 tox,A549 tox,EPAC2 antagonist,Nrf2 inh
C=CCNc1nc2cc(-c3ccccc3C)sc2c(=O)n1C,0%,9.6%,·,4%,-34%,?,·,-6%,·
COc1ccc(CNC(=O)CCCCCNC(=O)N2CCn3c2nc2ccccc23)cc1,·,-0.2%,-3%,-6%,-14%,i,-2%,-11%,-13%
COCC1CCN(C(=O)CCc2nnc(CCCCc3ccccc3)o2)CC1,0%,-0.2%,0%,1%,2%,i,-2%,0%,-3%
CCCNC(=O)NC(=O)CSc1ccc(C)cc1C,0%,2.5%,20%,-20%,-1%,i,2%,7%,?
COc1ccc(C2/C=C\CC(NS(=O)(=O)c3ccc(C)cc3)CC(=O)N2Cc2ccccc2F)cc1 (centres undefined),10%,27%,-20%,?,-5%,i,-13%,-1%,?
